Source: PubChem
TWEAK Fn14 block: inhibitors of TWEAK-Fn14 interaction signaling | TWEAK-stimulated Fn14 reporter cells, luciferase luminescence, 8 h | inhibition, % at 10 µM | hit rate 2% among 360,000; in the data active means inhibition above about 50%
C8 TRAIL sens: caspase-8 TRAIL sensitization | NB7+C8 cells + TRAIL, ATPlite viability luminescence | inhibition (viability loss, TRAIL sensitization), % at 10 µM | hit rate 1% among 360,000;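 active means compounds causing at least 50% loss of cell viability in the single-dose screen, relative to plate controls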
NOD2 RIPK2 PPI: NOD2-RIPK2 protein interaction inhibition; O43353; CHO BLA complementation NOD2-RIPK2, CCF4 ratio; inhibition, % at 4.98 µM; hit rate 0.38% among 360,000; AID 624267; in the data active means inhibition above about 21%;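 further: 0% = vehicle only and 100% = reference blocker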
TLR9-MyD88 inh: TLR9-MyD88 interaction inhibition. CHO BLA complementation TLR9-MyD88, CCF4 FRET ratio. hit rate 0.21% among 340,000. Q9NR96+Q99836. inhibition, % at 4.98 µM. AID 504734;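 active means inhibition above the mean over all tested compounds plus 3 SD, cut at about 21% in these data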;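 further: 0% = DMSO only wells and 100% = clavulanate BLA inhibitor control wells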
NR2F2 inh: inhibitors of human COUP-TFII (NR2F2); P24468; HEK293T NGFI-A luciferase reporter, luminescence; AID 686940; inhibition, % at 8.6 µM; hit rate 0.7% among 370,000;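 active means inhibition above a per-plate cutoff, mean inhibition of test wells between control levels plus 3 SD, cut at about 38% in these data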;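 further: cells cotransfected with COUP-TFII expression vector driving the NGFI-A reporter; 0% = median of COUP-TF2 test wells and 100% = reporter-only cells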
Target sequence (P24468 whole entry, looked up): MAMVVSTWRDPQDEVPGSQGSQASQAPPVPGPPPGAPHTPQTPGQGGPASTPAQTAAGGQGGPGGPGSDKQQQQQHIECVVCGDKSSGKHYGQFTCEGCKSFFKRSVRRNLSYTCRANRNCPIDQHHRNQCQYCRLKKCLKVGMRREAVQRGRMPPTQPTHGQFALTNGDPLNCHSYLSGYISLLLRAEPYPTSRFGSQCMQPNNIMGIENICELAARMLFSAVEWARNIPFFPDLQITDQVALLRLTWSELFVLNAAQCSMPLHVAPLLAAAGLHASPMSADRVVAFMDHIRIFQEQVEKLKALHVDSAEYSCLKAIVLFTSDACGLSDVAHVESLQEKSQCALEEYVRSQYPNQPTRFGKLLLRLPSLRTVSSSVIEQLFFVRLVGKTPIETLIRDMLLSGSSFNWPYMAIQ
LMP1 NFkB inh: inhibitors of Epstein-Barr LMP1-induced NF-kappaB reporter; LMP1-induced NF-kappaB luciferase reporter cells, luminescence; inhibition, % at 12.5 µM; hit rate 0.69% among 350,000; in the data active means inhibition above about 41%;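 further: 0% = neutral control wells and 100% = reference inhibitor control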
SRC3 inh: human NCOA3 inhibition; HEK293 GAL4-SRC3 luciferase reporter, luminescence; inhibition, % at 3.6 µM; hit rate 0.17% among 360,000; Q9Y6Q9;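 active means inhibition above a per-campaign cutoff, the mean of all compounds plus 3 SD, cut at about 60% in these data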;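 further: 0% = DMSO-treated cells and 100% = gossypol-treated cells at 36 µM; higher means less SRC3-driven luciferase light from the GAL4 reporter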
SRC2 inh: human SRC2 (NCOA2) inhibition | Q15596 | HEK293 GAL4-SRC2 luciferase reporter, luminescence | inhibition, % at 9 µM | hit rate 0.17% among 370,000;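 active means inhibition above the mean inhibition of all tested compounds plus 3 SD, set per campaign, cut at about 52% in these data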;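 further: 0% = DMSO treated cells and 100% = cells given Gossypol at 36 µM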
SRC1 inh: inhibits human SRC1 coactivator; HEK293 GAL4-SRC1 luciferase reporter, luminescence; inhibition, % at 3.6 µM; hit rate 0.12% among 360,000;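 active means inhibition above the campaign mean plus 3 SD, with each screening campaign given its own cutoff, cut at about 60% in these data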;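 further: 0% = DMSO treated cells and 100% = gossypol at 36 µM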
TROY NFkB inh: blocks TROY-dependent signaling in reporter cells; Q293 LMP1-TROYcd NF-kB luciferase reporter, 4 h; inhibition, % at 10 µM; AID 1347056; hit rate 0.98% among 360,000;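 active means compounds whose plate-normalised and pattern-corrected inhibition of the luciferase reporter signal at the single screening dose is 50% or more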
LRH-1 inv ag: inverse agonists of human LRH-1 (NR5A2); HEK293T StAR-luciferase reporter, LRH-1 transfected, 24 h; inhibition, % at 3.6 µM; hit rate 0.13% among 360,000; AID 602396;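 active means inhibition above the mean inhibition of all tested compounds plus 3 SD, cut at about 73% in these data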;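 further: 0% = DMSO wells and 100% = reporter-only cells lacking LRH-1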
Target sequence (O00482 whole entry, looked up): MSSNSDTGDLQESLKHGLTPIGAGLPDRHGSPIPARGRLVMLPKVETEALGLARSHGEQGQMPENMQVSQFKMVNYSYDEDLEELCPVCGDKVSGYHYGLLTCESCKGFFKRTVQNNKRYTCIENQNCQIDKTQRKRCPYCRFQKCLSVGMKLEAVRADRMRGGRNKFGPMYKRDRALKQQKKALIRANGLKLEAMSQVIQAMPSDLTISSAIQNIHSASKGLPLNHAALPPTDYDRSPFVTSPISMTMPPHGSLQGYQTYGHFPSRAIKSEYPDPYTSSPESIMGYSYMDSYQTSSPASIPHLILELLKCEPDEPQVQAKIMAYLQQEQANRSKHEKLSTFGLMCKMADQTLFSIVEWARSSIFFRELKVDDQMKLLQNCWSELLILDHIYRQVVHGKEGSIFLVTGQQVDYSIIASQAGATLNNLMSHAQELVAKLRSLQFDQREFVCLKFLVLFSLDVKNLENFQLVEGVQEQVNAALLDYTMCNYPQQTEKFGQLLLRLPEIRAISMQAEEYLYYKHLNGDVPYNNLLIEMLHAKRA
The depositor's hits bear a star; x = not tested or not shown. Not all compounds are listed; rates above refer to the full screens.

SMILES	TWEAK Fn14 block	C8 TRAIL sens	NOD2 RIPK2 PPI	TLR9-MyD88 inh	NR2F2 inh	LMP1 NFkB inh	SRC3 inh	SRC2 inh	SRC1 inh	TROY NFkB inh	LRH-1 inv ag
O=C(O)c1cc(O)c2c(c1)[C@H]([C@H]1c3cc(C(=O)O)cc(O)c3C(=O)c3c(O[C@@H]4O[C@H](CO)[C@@H](O)[C@H](O)[C@H]4O)cccc31)c1cccc(OC3O[C@H](CO)[C@@H](O)[C@H](O)[C@H]3O)c1C2=O (stereo partly specified)	-7	-7	-17	-2	22	-16	10	25	1	8	-11
COc1ccccc1N(C)S(=O)(=O)c1ccc(C(=O)Nc2cccc(Br)c2)cc1	41	22	4	0	5	-21	2	32	-10	47	11
CC(C)n1c(=NC(=O)c2ccco2)c(C#N)cc2c(=O)n3ccccc3cc21	-19	11	-29	-32	-4	-5	-2	-10	-13	-16	-19
CCCCOC(=O)c1[nH]c2c(c1C)C(=O)CC(c1cc(OC)c(OC)c(OC)c1)C2 (stereo unspecified)	73*	27	-4	-11	71*	13	41	3	31	49	28
N#CC1(Nc2cccc(Br)c2)C(=O)Nc2ccccc21 (stereo unspecified)	28	-2	-5	-3	9	-9	18	15	-5	14	7
O=C(O)c1ccc2c3c(cccc13)C(=O)N(c1cccc3ccccc13)C2=O	13	-1	-3	6	-6	-11	-1	1	-6	10	16
C[C@@H]1CN([C@@H](C)CO)C(=O)CCCn2nncc2CO[C@@H]1CN(C)C(=O)Nc1ccc(N2CCN(C)CC2)cc1	-15	-6	-3	-14	-6	4	10	-4	-20	-6	-9
COc1ccc(CCNC(=O)c2ccc3c(c2)NC(=O)C(C(C)C)N3)cc1OC (stereo unspecified)	12	-6	-2	8	7	7	1	12	-57	2	19
O=C(NCCOCc1ccccc1)C(c1ccccc1)c1ccccc1	-12	-6	-9	-6	-10	9	14	6	-3	-4	-1
C[C@H](CCCC/C=C/C(=O)O)O[C@@H]1O[C@@H](C)[C@H](O)C[C@H]1O	2	-12	-2	3	6	1	-15	1	-4	-20	2
Cc1nc2ccc(NC(=O)[C@H](C)N3C(=O)C4CC=CCC4C3=O)cc2s1 (stereo partly specified)	3	2	-2	1	18	2	17	17	-9	-5	-15
Cc1noc(C)c1CSc1nnc(-c2cccnc2)n1C1CCCCC1C (stereo unspecified)	2	-4	-11	-17	-2	-2	3	-21	-11	4	-23
COc1ccc(N(C)S(=O)(=O)c2cccc(C(=O)Nc3ccc4c(c3)OCCO4)c2)cc1	11	0	-2	3	-14	-1	-11	4	-7	3	0
CCOC(=O)Nc1ccc(OC(=O)Oc2ccc(NC(=O)OCC)cc2)cc1	-6	-12	-15	5	-18	8	8	-2	-8	-9	-26
Cc1ccc(OC(=O)c2cncc(Br)c2)c(C)c1	4	7	-5	0	7	-4	-1	-15	-16	-12	9
Cc1cc(C)nc(N/N=C/c2ccccc2OCc2ccccc2)n1	-28	2	-6	5	16	10	-6	3	-44	-32	-12
Cc1ccc(Nc2ccc(S(=O)(=O)N3CCOCC3)cc2[N+](=O)[O-])c(C)c1	28	7	-5	0	16	4	-3	24	-9	30	4
COc1ccc(NC(=O)CN(C)C(=O)c2ccc(N3CCOCC3)c([N+](=O)[O-])c2)cc1	-12	3	-9	-17	-11	7	-14	11	-9	-12	17
Clc1ccc(/C=N/c2c(-c3ccco3)nc3ccccn23)cc1	7	0	4	-4	0	0	-52	-14	-41	-33	10
Cc1cn(C2OC(CC(=O)Oc3ccccc3)C(O)C2O)c(=O)[nH]c1=O (stereo unspecified)	11	-17	-1	0	4	3	8	17	-4	6	4
N#Cc1ccccc1/C=N/Nc1nc(-c2ccccc2)c2cc(Cl)ccc2n1	20	0	1	-1	-5	-31	10	11	-20	-22	-22
CCOC(=O)C1=C(C)N(CCCCCC(=O)O)C(=O)NC1c1ccccc1OS(=O)(=O)c1ccc(C)cc1 (stereo unspecified)	-2	-11	-5	-2	-13	-2	19	-4	-5	-8	-9
COC(=O)c1c(-c2cc(OC)cc(OC)c2)sc2ccc(OC)cc12	-31	8	-13	-8	-17	-4	-18	-2	-19	-51	7
CCOC(=O)c1ccc(NC(=S)NCCCN2CCOCC2)cc1	-7	-3	-8	8	9	4	-6	18	-9	-5	-10
CC1(C(=O)NS(=O)(=O)C2CC2)CCCN(C(=O)c2cccc(Cl)c2)C1 (stereo unspecified)	-8	-13	-3	x	-2	x	-13	13	2	-3	19
C=CC[C@@H](Cc1ccc(F)cc1)C(=O)OC[C@@H]1CCCN1C(=O)[C@@H](CC=C)CC(=O)N[C@H](CO)Cc1ccccc1	11	-3	8	-3	14	1	-8	23	8	30	8
CCN(CCN(C)C)C(=O)Cn1ncc2c1-c1cc(C)ccc1OC2	-2	-14	-18	2	1	-2	7	12	8	-5	-9
NS(=O)(=O)c1ccc(-c2c(-c3ccccc3)sc3ccccc23)cc1	8	-14	-11	4	-8	3	12	16	4	1	-4
COc1ccc(OCc2cc(=O)c3ccc4c(c3o2)C=CC(C)(C)O4)cc1OC	10	12	5	1	-5	5	-4	-9	-8	36	-3
COc1ccc(N2CCN(C(=O)COC(=O)c3ccc(C)o3)CC2)cc1	6	-6	7	-10	-8	-2	10	9	9	4	-21
CCOC(=O)C1=C(CC)Nc2ccccc2N=C1NC(=O)c1ccc(S(=O)(=O)N(C)C)cc1	22	4	-5	2	19	-2	21	19	-7	-7	-4
CN(N=Nc1nc[nH]c1C(=O)NN)C1CCCCC1	2	-21	6	-8	-9	-12	-38	-45	-8	-6	-20
O=C(Nc1cccc(C(=O)O)c1)/C(=C/c1ccccc1)NC(=O)c1cccc(Br)c1	11	16	2	-4	2	0	15	-11	-14	2	-11
Cc1cc(C(=O)Nc2nnc(C3CC3)s2)c(C)s1	-16	14	-4	-6	-13	-26	-74	-52	-84	-61	-108
COc1ccc(C=NOCC(=O)OCC(=O)Nc2ccc(OC)cc2)cc1	-10	-9	-5	4	22	-13	12	6	-9	-17	-1
NC(=S)Cc1nc2n(n1)Cc1ccccc1-2	21	2	0	-3	-1	3	17	-11	-2	-3	17
COCCCN1C(=O)c2ccccc2C1C(=O)NC1CCCCCC1 (stereo unspecified)	19	6	-20	-3	0	3	9	-2	6	-8	8
Cc1ccc(S(=O)(=O)N2CCN(CC(=O)N/N=C/c3ccc(Br)s3)CC2)cc1	-21	-9	-6	8	1	4	5	-12	-8	-4	6
COC(=O)CSc1nc2cc3c(cc2cc1C#N)OCO3	3	14	2	-18	-62	-47	-122	-68	-109	-88	-205
CCOC(=O)c1sc2ncnc(NCc3ccco3)c2c1C	13	-5	5	8	4	18	-39	0	-7	11	-34
CCS(=O)(=O)N1CCN(c2ccc([N+](=O)[O-])c(NCc3ccccc3)c2)CC1	-7	0	0	16	-9	-7	-5	-18	-17	-16	27
Cc1oc2ccc(OC(=O)COc3c(F)c(F)c(F)c(F)c3F)cc2c1C(=O)OC(C)C	-12	-8	6	0	-4	1	0	-14	-24	-29	-8
COc1ccc(CCN(C)C(=O)CN2C(=O)NC3(CCCc4ccccc43)C2=O)cc1OC (stereo unspecified)	-9	1	1	-10	-3	-4	-43	8	5	0	-16
COc1ccc(CNC(=O)Cc2c[nH]c3ccccc23)cc1OC	17	-17	-5	3	3	0	13	-25	22	1	18
C[C@H](CO)N1C[C@H](C)[C@@H](CN(C)Cc2ccc3c(c2)OCO3)Oc2cc(Br)ccc2S1(=O)=O	-3	20	7	-4	-23	14	-7	5	8	7	25
Cc1ccc(C(=O)NCc2ccc3c(c2)OCO3)cc1Cl	-10	-18	2	-1	-5	-32	-2	-13	-7	-14	-6
O=C(c1cnn(-c2ccccc2)c1)c1ccccc1O	13	27	10	3	-58	17	-93	-14	-124	-19	-158
COc1ccc(/C=N/Nc2nc3ccccc3o2)cc1O	72*	47	-2	1	-53	-7	-92	-34	-64	-26	-150
O=C(O)CCSc1nnc(-c2cccnc2)n1-c1ccccc1	-5	-8	8	-6	x	9	19	x	-10	-11	-3
O=C(Nc1ccc(N2C(=O)C3C4C=CC(C4)C3C2=O)cc1)Nc1nnc(C(F)(F)F)s1 (stereo unspecified)	17	-7	-10	7	-4	-1	10	-12	-3	-33	-2

(more compounds)
SMILES	TWEAK Fn14 block	C8 TRAIL sens	NOD2 RIPK2 PPI	TLR9-MyD88 inh	NR2F2 inh	LMP1 NFkB inh	SRC3 inh	SRC2 inh	SRC1 inh	TROY NFkB inh	LRH-1 inv ag
CN(C(=O)COC(=O)c1cc2c(s1)CCCCC2)c1ccccc1	-2	3	-3	-4	-8	-1	-1	1	-4	-32	27
CN(C)S(=O)(=O)c1cccc(CSc2cccc[n+]2[O-])c1	-2	0	-7	-1	5	-2	-10	-17	-10	-23	5
O=C(CCc1ccc(O)c(O)c1)NNC(=S)Nc1ccc(Br)cc1Cl	-12	-6	-2	x	-2	-4	7	-8	-5	2	15
NS(=O)(=O)c1cccc(NC(=O)c2cccc(Oc3ccccc3)c2)c1	19	1	3	0	10	4	-27	-10	6	-4	2
FC(F)(F)c1ccc(N2CCOCC2)c(Nc2nc3ccccc3n3cnnc23)c1	22	-2	-6	5	x	-6	-5	x	0	1	1
O=C(O)c1ccc(CNC(=O)c2ccc(C(F)(F)F)cc2)cc1	3	2	-4	-2	-4	0	2	-3	-2	11	9
COc1ccc(OC)c(C(O)c2nc3ccccc3n2C(C)C)c1 (stereo unspecified)	14	0	-13	4	10	2	9	9	-11	-10	-3
COc1ccc(C(=O)OCC(=O)Nc2cc(S(=O)(=O)N3CCOCC3)ccc2N2CCCC2)cc1	-22	-3	-4	-4	22	-6	5	5	-9	-5	-10
Cc1noc(C)c1C(c1ccccc1)S(=O)(=O)c1ccccc1 (stereo unspecified)	-1	12	-8	-7	-3	-6	6	-67	2	3	-7
COc1cccc(-c2ccc3nnc(SCC(=O)N4CCCC4)n3n2)c1	10	0	0	7	9	-3	-1	5	-9	5	-14

Compound profiles, from the list above:
Cc1noc(C)c1C(c1ccccc1)S(=O)(=O)c1ccccc1 (stereo unspecified) reads TWEAK Fn14 block = -1; C8 TRAIL sens = 12; NOD2 RIPK2 PPI = -8; TLR9-MyD88 inh = -7; NR2F2 inh = -3; LMP1 NFkB inh = -6; SRC3 inh = 6; SRC2 inh = -67; SRC1 inh = 2; TROY NFkB inh = 3; LRH-1 inv ag = -7
CN(C(=O)COC(=O)c1cc2c(s1)CCCCC2)c1ccccc1 reads TWEAK Fn14 block = -2; C8 TRAIL sens = 3; NOD2 RIPK2 PPI = -3; TLR9-MyD88 inh = -4; NR2F2 inh = -8; LMP1 NFkB inh = -1; SRC3 inh = -1; SRC2 inh = 1; SRC1 inh = -4; TROY NFkB inh = -32; LRH-1 inv ag = 27

The list continues.
SMILES	TWEAK Fn14 block	C8 TRAIL sens	NOD2 RIPK2 PPI	TLR9-MyD88 inh	NR2F2 inh	LMP1 NFkB inh	SRC3 inh	SRC2 inh	SRC1 inh	TROY NFkB inh	LRH-1 inv ag
CCOc1ccc(C(=O)c2cnc3ccccc3c2N2CCN(CC)CC2)cc1	6	25	7	-7	-1	-6	6	8	-3	-19	5
COc1ccc(C(C)NC(=S)NCc2ccc(F)cc2)cc1 (stereo unspecified)	-17	3	-5	-17	6	-7	4	16	-26	-1	2
O=C(CSc1nnc(COc2ccc(Cl)cc2)o1)N(c1ccccc1)C1CCS(=O)(=O)C1 (stereo unspecified)	-14	30	9	4	25	5	-3	17	4	-4	15
O=C(COC(=O)Cc1ccc(Br)cc1)NCc1cccs1	6	-3	-10	9	-8	-5	-1	12	1	-10	3
